TcdB inh – TcdB glycohydrolase inhibition; TcdB glycohydrolase enzymatic assay, plate reader; inhibition, % at 9.99 µM; 350,000 tested, 0.24% active; AID 652162; in the data active = inhibition above about 10%
* = called active by the depositor; & = joins results of further samples. Some of the compounds tested; the hit share may differ from the screen's.

COC(=O)C[C@H]1C=C[C@@H](NS(=O)(=O)c2ccc(C)cc2)[C@@H](CO)O1
  TcdB inh = 1.1
C[C@@H]1CN([C@H](C)CO)C(=O)c2cc(C#CCc3ccccc3)cnc2O[C@H]1CN(C)C(=O)Cc1cccnc1
  TcdB inh = -1.0
COc1ccc2c3c(n(C)c2c1)[C@H](CO)N(C(=O)Cc1ccccc1)CC31CCN(C(=O)Cc2ccccc2)CC1
  TcdB inh = 0.2
C[C@H]1CN([C@@H](C)CO)C(=O)c2cccc(NC(=O)CCCCCC(=O)Nc3ccccc3N)c2O[C@@H]1CN(C)S(=O)(=O)c1cn(C)cn1
  TcdB inh = -0.5
Cc1noc(C)c1NC(=O)N(C)C[C@@H]1Oc2ccc(NC(=O)CCCCCC(=O)Nc3ccccc3N)cc2C(=O)N([C@H](C)CO)C[C@@H]1C
  TcdB inh = -1.3
O=C(NC[C@H]1CC[C@H]2[C@H](CN2Cc2ccccc2F)O1)C1CC1
  TcdB inh = 0.9
CC(c1ccc(Cl)cc1)N(CCN(C)C)c1ccccn1 (centres undefined)
  TcdB inh = 0.7
COc1ccc(-c2ccc([C@H]3[C@@H](CO)N4C(=O)CNC[C@H]34)cc2)cc1
  TcdB inh = -1.1
CCC(C)CN1C(=O)CN(S(C)(=O)=O)CC1(C)C(=O)Nc1c(C)cccc1C (centres undefined)
  TcdB inh = -1.2
Oc1ccccc1C=NC(N=Cc1ccccc1O)c1ccccc1O (centres undefined)
  TcdB inh = 0.8
NC(=O)c1nnn(Cc2cc(Cl)c(C(=O)c3ccc(Cl)cc3)c(Cl)c2)c1N
  TcdB inh = 0.0
CN(C)C(=O)c1ccc(-c2ccc(C3[C@H]4CNC[C@@H]3N4C(=O)Nc3ccccc3F)cc2)cc1 (some centres undefined)
  TcdB inh = -0.4
CCCCCCCCN1C(=O)[C@H](CC(=O)NCc2cccc(C(F)(F)F)c2)C[C@@]2(C(=O)OC)CCCCC=C12
  TcdB inh = 1.3
CCOC(=O)N1CCN(C(=O)C[C@H]2C[C@@]3(C(=O)OC)C(=C[C@H](C(C)C)O[C@@H]3C3CC3)N(Cc3ccccc3)C2=O)CC1
  TcdB inh = -0.2
CCOC(=O)[C@]12Cc3ccccc3[C@H]1N(Cc1ccccc1)C(=O)c1cc(F)c(F)cc12
  TcdB inh = -0.9
CCCCc1c(-c2ccccc2OC)ncn1Cc1c(F)cccc1F
  TcdB inh = 2.8
C[C@@H]1CN([C@H](C)CO)C(=O)c2cc(NC(=O)Cn3cnnn3)ccc2O[C@H]1CN(C)S(=O)(=O)c1ccc(Cl)cc1
  TcdB inh = -2.2
O=C(NCc1ccccc1)[C@H]1CCCN1C(=O)[C@H]1CCCN1C(=O)c1cccc2ccccc12
  TcdB inh = 0.4
COC(=O)C1=C(C)N(Cc2ccc(C(F)(F)F)cc2)C(=NCc2ccccc2)NC1c1ccc(C(F)(F)F)cc1 (centres undefined)
  TcdB inh = 1.9
Cc1ccc2nc(-c3ccc(CN4CCC(n5c(=O)[nH]c6cc(Cl)ccc65)CC4)cc3)c(-c3ccccc3)nc2c1
  TcdB inh = 0.8
O=C1CSC(c2cccs2)N1c1nncs1 (centres undefined)
  TcdB inh = 1.3
CN1OC[C@@H]2CN(Cc3ccc4c(c3)OCO4)[C@H](c3ccc(-n4ccnc4)cc3)C[C@@H]21
  TcdB inh = 0.1
COc1ccccc1NC(=O)N[C@H]1C=C[C@H](CC(=O)N2CCC(Cc3ccccc3)CC2)O[C@H]1CO
  TcdB inh = -2.7
CCC(=O)N1CC2(C1)CN(Cc1nccs1)[C@H](CO)c1c2c2ccc(OC)cc2n1C
  TcdB inh = 0.2
COCC(=O)N1[C@@H](C#N)[C@H](c2ccccc2-c2ccccc2F)[C@@H]1CO
  TcdB inh = 0.6

O=C(OCCO)c1c(-c2ccccc2)oc2c1C(OCCO)CCC2 (centres undefined)
  TcdB inh = 1.7
COc1ccc2c3c(n(C)c2c1)[C@H](CO)N(C(=O)Nc1ccccc1F)CC31CCN(C(=O)c2ccccc2F)CC1
  TcdB inh = -0.9
O=C(c1cccnc1)N1CC(=O)N2[C@@H](CO)[C@@H](c3ccc(-c4ccc(F)cc4)cc3)[C@@H]2C1
  TcdB inh = 0.0
C[C@H](CO)N1C[C@H](C)[C@@H](CN(C)S(C)(=O)=O)Oc2c(NC(=O)CCCCCC(=O)Nc3ccccc3N)cccc2C1=O
  TcdB inh = -0.6
C[C@@H]1NS(=O)(=O)c2c(F)cccc2O[C@@H]1c1ccccc1
  TcdB inh = 2.1
Cc1cccc(C)c1-n1nnnc1C1(C)CCC(=O)N1CCCn1ccnc1 (centres undefined)
  TcdB inh = 0.3
C[C@H](CO)N1C[C@H](C)[C@@H](CN(C)S(=O)(=O)c2ccc(Cl)cc2)Oc2c(NC(=O)CCCCCC(=O)Nc3ccccc3N)cccc2C1=O
  TcdB inh = -3.3
COc1ccc2c3c([nH]c2c1)[C@H](CO)N(C(=O)Nc1ccc(F)cc1)CC31CCN(C(=O)Nc2ccc3c(c2)OCO3)CC1
  TcdB inh = 0.4
C/C=C/c1ccc([C@@H]2[C@H](CO)N3C(=O)CN(Cc4ccc(C)cc4)C[C@@H]23)cc1
  TcdB inh = -0.3
CC(C)NC(=O)N1CC[C@@H]2[C@H]1c1cc(-c3ccc(F)cc3)ccc1N(C)[C@H]2CO
  TcdB inh = 12*
CC(C)(C)S(=O)N1Cc2cc(C(=O)NCc3ccc4c(c3)OCO4)nc(-c3cccc(C#CCC4CCCC4)c3)c2[C@@H]1CCO (some centres undefined)
  TcdB inh = -3.8
COCc1cc(N2CCN(C(=O)OC(C)(C)C)C[C@H]2C)ccc1N1CCN(Cc2ccccc2)[C@H](C)C1
  TcdB inh = 0.4
COc1ccccc1-c1ccccc1[C@H]1[C@H](C#N)N(C(=O)C2CC2)[C@H]1CO
  TcdB inh = 0.3
CCCC(=O)N1CC2(C1)CN(C(=O)Cc1ccccn1)[C@H](CO)c1[nH]c3cc(OC)ccc3c12
  TcdB inh = 0.5
CCOC(=O)N1CCN(C(c2ccnc3ccccc23)c2nnnn2-c2ccc3c(c2)OCCO3)CC1 (centres undefined)
  TcdB inh = 1.6
O=C1CN(S(=O)(=O)c2cccc(F)c2)C[C@H]2[C@@H](c3ccc(-c4ccc(F)cc4)cc3)[C@H](CO)N12
  TcdB inh = -0.5
COC(=O)C1=CN(c2c(C)cc(C)cc2C)C(N)=C(C#N)C1c1cccc(F)c1 (centres undefined)
  TcdB inh = 0.8
CCC(=O)N1[C@H](CO)[C@H](c2ccccc2)[C@@H]1CN(CC1CC1)S(C)(=O)=O
  TcdB inh = -1.0
CO[C@H]1CN(C)C(=O)c2ccc(NC(=O)CC(F)(F)F)cc2OC[C@H](C)N(C(=O)C2CCOCC2)C[C@H]1C
  TcdB inh = -0.1
CN1C(=O)c2cc(NC(=O)NC3CCCC3)ccc2OC[C@H]2O[C@@H](CC(=O)NCC3CC3)CC[C@@H]21
  TcdB inh = -1.8
COc1ccc(-c2ccc3n(c2=O)C[C@H]2N[C@@H]3[C@@H](C(=O)N3CCCCC3)[C@@H]2CO)cc1
  TcdB inh = -0.6
COC(=O)Cc1nnn2c1[C@H](C)[C@H](C(C)(C)C)OCC2
  TcdB inh = 0.7
CC(C)(C)NC(=O)C(c1ccc(-c2ccccc2)cc1)n1c(=O)c(-c2ccco2)nc2ccccc21 (centres undefined)
  TcdB inh = 0.3
CC(C)[C@@H](C)/C=C/[C@@H](C)[C@H]1CC[C@@H]2[C@]1(C)CCC1[C@]23C=C[C@]2(C[C@@H](O)CC[C@]12C)N(c1cnccn1)O3 (some centres undefined)
  TcdB inh = -11
COc1ccc(CN2CC3(CN(C(=O)c4ccccc4)C3)c3c([nH]c4cc(OC)ccc34)[C@@H]2CO)cc1
  TcdB inh = 0.5

N#Cc1ccc(S(=O)(=O)N2CCCc3nc(-c4ccc(F)cc4)ccc32)cc1
  TcdB inh = 0.3
CC(C)C[C@H]1CN(CCCC[C@H]2CNC(=O)C(=O)N2Cc2ccccc2)C(=O)C(=O)N1Cc1ccccc1
  TcdB inh = 0.2
CSc1cccc(NC(=S)NN/C(=N/S(=O)(=O)c2ccccc2)N2CCCC2)c1
  TcdB inh = 0.5
CCC(=O)N1CC2(C1)[C@@H](c1ccc(-c3ccc(F)cc3)cc1)[C@@H](CO)N2S(C)(=O)=O
  TcdB inh = 0.0
CN(c1cccnc1)c1ccc(NC(=O)CCc2c[nH]c3ccccc23)cc1Br
  TcdB inh = 1.1
COc1ccc(C(C(=O)NCc2ccccc2)n2c(-c3ccncc3)nc3ccccc32)cc1 (centres undefined)
  TcdB inh = 1.1
Cc1ccc(S(=O)(=O)Nc2cccc3c2O[C@@H](CN(C)Cc2ccc(C(=O)Nc4ccccc4N)cc2)[C@@H](C)CN([C@H](C)CO)C3=O)cc1
  TcdB inh = 0.7
CCOC(=O)N1CCN(C(=O)C[C@H]2C[C@@]3(C(=O)OC)C(=C[C@H](C(C)(C)C)O[C@@H]3C)N(Cc3ccccc3)C2=O)CC1
  TcdB inh = 1.7
CCC(C(=O)Nc1c(C)cccc1C)n1c(-c2cnc(C)cn2)nc2ccccc21 (centres undefined)
  TcdB inh = 1.3
COc1ccc(C#Cc2cccc(-c3nc(C(=O)NCc4ccc5c(c4)OCO5)cc4c3[C@@H](CCO)N(S(=O)C(C)(C)C)C4)c2)cc1OC (some centres undefined)
  TcdB inh = -0.6
COCC1=C2[C@@H](CCc3ccccc3)OB(O)C[C@@H]2n2c(=O)n(-c3ccccc3)c(=O)n2C1
  TcdB inh = -4.9
O=C(C[C@H]1C[C@H]2c3cc(NC(=O)NC4CCCC4)ccc3O[C@H]2[C@H](CO)O1)NCc1ccccn1
  TcdB inh = -0.3
O=C(c1cccnc1)N1C[C@@H]2N[C@H](C1)C2c1ccc(-c2cccnc2)cc1 (some centres undefined)
  TcdB inh = -1.5
CN(C)C(=O)c1ccc(-c2ccc(C3[C@@H]4CN(Cc5cccnc5)C[C@H]3N4)cc2)cc1 (some centres undefined)
  TcdB inh = -0.1
CCCCCCCCN1C(=O)[C@H](CC(=O)N2CCN(C(=O)C3CC3)CC2)C[C@@]2(C(=O)OC)CCCCC=C12
  TcdB inh = -0.1
COc1ccccc1NC(=O)N[C@@H]1CC[C@@H](CCNS(=O)(=O)c2ccc(C)cc2)O[C@H]1CO
  TcdB inh = -0.1
O=C(C1CCC1)N1CC(=O)N2[C@H](CO)[C@H](c3ccc(C#Cc4cccc(F)c4)cc3)[C@@H]2C1
  TcdB inh = 0.5
CCC(=O)N1CC(=O)N2[C@H](C1)[C@H](c1ccc(-c3cccc(C(=O)N(C)C)c3)cc1)[C@@H]2CO
  TcdB inh = 1.1
CCOC(=O)[C@]12CCCC=C1N(Cc1ccc3c(c1)OCO3)C(=O)[C@H](CC(=O)NCc1ccc(OC)c(OC)c1)C2
  TcdB inh = -0.1
COC(=O)[C@]12C[C@H](CC(=O)NCCC(C)C)C(=O)N(Cc3ccccc3)C1=C[C@H](C1CCCC1)O[C@@H]2C
  TcdB inh = 0.4
C[C@@H]1CN([C@@H](C)CO)C(=O)c2cccc(NC(=O)Nc3ccc4c(c3)OCO4)c2O[C@H]1CN(C)S(=O)(=O)c1ccc(F)cc1
  TcdB inh = -0.9
CCN=C1NC(c2cccc(F)c2)C(C(=O)OC)=C(C)N1Cc1ccccc1C(F)(F)F (centres undefined)
  TcdB inh = 0.8
CCOC(=O)[C@]12CCC=C1N(Cc1ccccc1)C(=O)[C@H](CC(=O)NCc1ccccc1)C2
  TcdB inh = 0.3
CCC(=O)N1CCC2(CC1)CN(Cc1ccccc1Cl)[C@@H](CO)c1c2c2ccc(OC)cc2n1C
  TcdB inh = -2.1
Cc1ccc(S(=O)(=O)N(C)C[C@@H]2Oc3ccc(NS(C)(=O)=O)cc3CC(=O)N([C@@H](C)CO)C[C@H]2C)cc1
  TcdB inh = 0.9

CCCN1C[C@H](C)[C@@H](OC)CN(C)C(=O)c2ccc(NC(=O)C3CCOCC3)cc2OC[C@@H]1C
  TcdB inh = 0.1
CN(C)C1CN(Cc2cn(Cc3cccc(C(F)(F)F)c3)nn2)S(=O)(=O)C1 (centres undefined)
  TcdB inh = 0.3
CCCCCCCCN1C(=O)[C@@H](CC(=O)NCC2CCCCC2)C[C@@]2(C(=O)OC)C1=C[C@H](C1CCCC1)O[C@@H]2C
  TcdB inh = 1.3
CCCC#Cc1ccc([C@H]2[C@H](CO)N3C(=O)CN(C(=O)c4cccnc4)C[C@@H]23)cc1
  TcdB inh = 1.3
CCC(=O)N1CC2(C1)CN(Cc1ccc3c(c1)OCO3)[C@H](CO)c1c2c2ccc(OC)cc2n1C
  TcdB inh = 0.3
CCCC(=O)N1CC2(C1)CN(C(=O)Nc1cccc(F)c1)[C@H](CO)c1c2c2ccc(OC)cc2n1C
  TcdB inh = 1.5
CCCCNC(=O)C[C@@H]1C[C@@]2(C(=O)OC)CC(C)(C)CC=C2N(Cc2ccc3c(c2)OCO3)C1=O
  TcdB inh = -1.3
CO[C@H]1CN(C)C(=O)c2cc(NC(=O)CC(F)(F)F)ccc2OC[C@@H](C)NC[C@H]1C
  TcdB inh = -0.5
CC(=Nc1ccc(Cl)cc1N)c1c(O)cc(C)oc1=O
  TcdB inh = 0.3
CCC(=O)N1CC2(C1)CN(Cc1ccccc1Cl)[C@@H](CO)c1c2c2ccc(OC)cc2n1C
  TcdB inh = -0.2
C[C@@H]1CCCCO[C@@H](CN(C)C(=O)Nc2ccc(C(F)(F)F)cc2)[C@@H](C)CN([C@H](C)CO)C(=O)c2cc(NC(=O)Nc3ccc(F)cc3)ccc2O1
  TcdB inh = 0.7
CO[C@H]1CN(C)C(=O)c2cc(NC(=O)CC(F)(F)F)ccc2OC[C@H](C)N(C(C)=O)C[C@@H]1C
  TcdB inh = -0.8
O=C(NCc1ccccc1)C1C(c2ccc3c(c2)OCO3)=Nc2ccccc2N1C(=O)c1ccco1 (centres undefined)
  TcdB inh = 0.8
O=S(=O)(c1ccccc1)N1C[C@@H]2N[C@H](C1)C2c1ccc(/C=C/c2ccccc2)cc1 (some centres undefined)
  TcdB inh = -0.4&-0.4

Retrieved one by one from above (4):
CCCC#Cc1ccc([C@H]2[C@H](CO)N3C(=O)CN(C(=O)c4cccnc4)C[C@@H]23)cc1
  TcdB inh = 1.3
O=C(NCc1ccccc1)C1C(c2ccc3c(c2)OCO3)=Nc2ccccc2N1C(=O)c1ccco1 (centres undefined)
  TcdB inh = 0.8
CCCCNC(=O)C[C@@H]1C[C@@]2(C(=O)OC)CC(C)(C)CC=C2N(Cc2ccc3c(c2)OCO3)C1=O
  TcdB inh = -1.3
O=S(=O)(c1ccccc1)N1C[C@@H]2N[C@H](C1)C2c1ccc(/C=C/c2ccccc2)cc1 (some centres undefined)
  TcdB inh = -0.4&-0.4
